Screening results deposited in PubChem BioAssay by several laboratories.
ANO1 activ = TMEM16A chloride channel activators or potentiators, primary screen, cell-based, HTS. HEK293 TMEM16A/YFP-H148Q/I152L, iodide quench fluorescence; active compounds read low. Anoctamin-1 (Mus musculus), Q8BHY3. B-score at 10 µM. actives 0.3% (n = 340,000);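 active = fluorescence-ratio B-score plate-corrected deviation score at least 3 library SD below zero, with starting fluorescence score within 5 deviations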;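 note: channel opened by trigger with iodide after compound preincubation; score built on the fluorescence ratio of max minus min over baseline; more negative score means more quench and so TMEM16A activation or potentiation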
HDAC3 inhib = HDAC3 deacetylase inhibitors, primary screen, biochemical, fluorescence, cell-free homogeneous; Histone deacetylase 3 (Homo sapiens), O15379; actives 0.15% (n = 320,000); AID 2718, 2010; inhibition, % at 8.3 µM; recombinant HDAC3, fluorogenic peptide/trypsin coupled; in the data active = inhibition above about 26%, passing the limit was not always enough
MrgX1 ag = agonists of human MrgX1 receptor, primary screen, HEK293 cells, Fluo-4 calcium flux; Mas-related G-protein coupled receptor member X1 (Homo sapiens), Q96LB2; B-score at 10 µM; AID 588627, 2011; actives 0.44% (n = 310,000); Fluo-4 calcium fluorescence, agonist mode; active compounds read high;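 active = calcium response B-score plate-corrected fluorescence ratio at least 3 library SD, with starting fluorescence B-score inside 5 SD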
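Material: MrgX1-expressing HEK293 cells; input: 15,000 cells per well; doses: test compound given as first of three sequential additions; schedule: overnight plating before 1 h dye loading; technique: Fluo-4 NW calcium-flux fluorescence, kinetic read; evaluation: baseline-normalised fluorescence change ratio, B-scored; control set: plate-wise positive and negative controls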
SKKanGAS inh = S. pyogenes SKKanGAS growth inhibitors in kanamycin, primary screen, streptokinase expression inhibitor project, SKKanGAS strain, BacTiter-Glo luminescence; 6 h; inhibition, % at 7.5 µM; actives 1.3% (n = 300,000); AID 1662, 2009;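 active = mean replicate score, as percent of positive control median, at least 50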;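 note: strain carries kanamycin resistance gene driven by streptokinase promoter and grows in 40 µg/ml kanamycin; loss of luminescence reflects streptokinase promoter inhibition or plain growth inhibition; 0% = median of DMSO wells and 100% = positive control at its reference dose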
TRPC6 inh = mouse TRPC6 channel inhibitors, primary screen, cell-based, HEK293, membrane potential dye | ACh-evoked depolarization; active compounds read low | B-score at 10 µM | actives 1.1% (n = 310,000);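 active = B-score under library mean minus 3 SD, initial fluorescence not abnormally high, positive integrated signal ratio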;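 note: B-score derived from integrated fluorescence ratio over the kinetic read; more negative B-score means stronger inhibition of depolarization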
Target sequence (Q61143 whole entry, looked up): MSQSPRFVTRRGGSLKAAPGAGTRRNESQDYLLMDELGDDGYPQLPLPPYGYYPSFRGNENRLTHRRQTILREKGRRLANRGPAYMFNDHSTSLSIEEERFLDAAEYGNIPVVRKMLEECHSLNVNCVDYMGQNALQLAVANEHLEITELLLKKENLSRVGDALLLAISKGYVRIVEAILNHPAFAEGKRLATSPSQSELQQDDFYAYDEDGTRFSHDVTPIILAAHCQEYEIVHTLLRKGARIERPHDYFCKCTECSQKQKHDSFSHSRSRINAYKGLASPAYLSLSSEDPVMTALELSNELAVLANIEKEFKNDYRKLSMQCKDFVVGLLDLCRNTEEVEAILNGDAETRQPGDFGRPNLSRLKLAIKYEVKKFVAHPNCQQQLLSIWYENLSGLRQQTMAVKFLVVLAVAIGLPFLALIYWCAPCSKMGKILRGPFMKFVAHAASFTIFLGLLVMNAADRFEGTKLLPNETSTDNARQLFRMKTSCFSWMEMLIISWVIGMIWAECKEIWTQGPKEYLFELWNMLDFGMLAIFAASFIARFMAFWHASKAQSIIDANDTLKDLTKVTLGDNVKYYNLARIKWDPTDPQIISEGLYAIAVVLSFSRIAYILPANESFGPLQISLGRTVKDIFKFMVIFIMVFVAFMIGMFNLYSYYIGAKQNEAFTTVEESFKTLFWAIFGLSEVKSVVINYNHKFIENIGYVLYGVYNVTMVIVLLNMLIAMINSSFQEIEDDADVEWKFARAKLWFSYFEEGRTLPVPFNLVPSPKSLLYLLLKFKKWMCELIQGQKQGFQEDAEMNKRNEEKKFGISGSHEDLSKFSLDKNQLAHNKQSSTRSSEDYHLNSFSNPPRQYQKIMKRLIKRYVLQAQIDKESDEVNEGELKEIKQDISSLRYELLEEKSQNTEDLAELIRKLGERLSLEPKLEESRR
RGS4 block = RGS4 inhibitors, primary screen, cell-based, HEK293 M3R inducible RGS4, calcium flux. Regulator of G-protein signaling 4 (Homo sapiens), P49798. Fluo-4 calcium flux; active compounds read high; triggered by carbachol at its EC20. B-score at 10 µM. actives 0.45% (n = 310,000). AID 463165, 2010;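 active = B-score, a plate-corrected calcium signal, over three deviations above library mean, with baseline fluorescence within five deviations of library mean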;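 note: RGS4 expression induced by doxycycline in cells with stable M3 receptor; B-score is computed from the integrated fluorescence ratio over baseline after carbachol; higher B-score means a larger calcium signal and so more RGS4 inhibition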
Target sequence (P49798 whole entry, looked up): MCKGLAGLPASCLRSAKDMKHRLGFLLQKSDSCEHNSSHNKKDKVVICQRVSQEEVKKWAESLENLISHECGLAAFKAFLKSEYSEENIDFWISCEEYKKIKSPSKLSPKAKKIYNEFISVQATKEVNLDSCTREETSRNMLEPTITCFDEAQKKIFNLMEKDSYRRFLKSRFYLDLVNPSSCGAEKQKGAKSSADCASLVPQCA
RGS4 act = RGS4 potentiators or activators, primary screen, cell-based, HEK293 M3R inducible RGS4, calcium flux | carbachol calcium flux Fluo4; active compounds read low | actives 0.92% (n = 310,000) | B-score at 10 µM;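 active = B-score of the integrated calcium signal more than 4 SD below the library mean, with starting fluorescence not abnormally high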;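 note: negative B-score means reduced calcium response which marks RGS4 activation or potentiation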
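test system = M3R-expressing HEK293 line, RGS4 induced by doxycycline | probe or stimulus = carbachol at ECmax as muscarinic agonist stimulus | timing = dye loading 30 min 37 °C, buffer rest 30 min RT | signal = calcium dye Fluo4 fluorescence | evaluation = B score from integrated fluorescence ratio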
MrgX1 antagonist = antagonists of human MrgX1 receptor, primary screen, HEK293 cells, Fluo-4 calcium flux. Mas-related G-protein coupled receptor member X1 (Homo sapiens), Q96LB2. BAM8-22 antagonism; active compounds read low. B-score at 10 µM. actives 1.3% (n = 310,000). AID 588676, 2011;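 active = calcium-response B-score plate-corrected more than 3 library SD below zero, starting fluorescence within 5 deviations, no agonist response on first addition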;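 note: peak minus trough fluorescence over baseline after final BAM8-22 challenge near maximal dose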
ANO1 block = TMEM16A chloride channel inhibitors, primary screen, cell-based, HTS | normalized B-score (activity score, 25-100; higher = stronger inhibition) at 10 µM | actives 1.2% (n = 310,000) | HEK293 TMEM16A/YFP iodide influx fluorescence, ionomycin;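 active = ratio plate-corrected score three or more library SD toward inhibition, starting fluorescence score within five deviations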;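 note: score derived from kinetic fluorescence span divided by baseline fluorescence per well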
MrgX1 allo act = positive allosteric modulators of MrgX1, primary screen, HEK293 cells, Fluo-4 calcium flux | Mas-related G-protein coupled receptor member X1 (Homo sapiens), Q96LB2 | FDSS; active compounds read high | B-score at 10 µM | actives 0.63% (n = 310,000);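 active = plate-corrected calcium response at least 3 library SD above typical, normal starting fluorescence, not activating the receptor alone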;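 note: compound read alongside a low EC10 to EC30 dose of BAM8-22 agonist; peak minus trough fluorescence over baseline measured at the second addition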
TRPC6 activator = mouse TRPC6 channel activators, primary screen, cell-based, HEK293, membrane potential dye | Short transient receptor potential channel 6 (Mus musculus), Q61143 | AID 2550, 2010 | B-score at 10 µM | HEK293-TRPC6 membrane potential dye fluorescence; active compounds read high | actives 0.13% (n = 310,000);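 active = B-score of the integrated fluorescence ratio above library mean plus 3 SD, and starting fluorescence ratio within library mean plus 5 SD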;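 note: higher score means more depolarization so channel activation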
Starred values were filed as active, the others as inactive; i = inactive; . = no result given.

Value order – ANO1 activ | HDAC3 inhib | MrgX1 ag | SKKanGAS inh | TRPC6 inh | RGS4 block | RGS4 act | MrgX1 antagonist | ANO1 block | MrgX1 allo act | TRPC6 activator
> CN1CCC(N(C)C(=O)CCc2nc3ccccc3n2-c2ccccc2)CC1
  i | -1 | i | -1 | i | i | i | i | i | i | i
> C=CCn1c(CNC(=O)c2ccco2)nnc1SCC(=O)Nc1cccc(F)c1
  i | 2 | i | -13 | i | i | i | i | i | i | i
> C/C(CC(=O)NC1CCCCC1)=N\NC(=O)COc1ccc(C)cc1Br
  i | 3 | i | 1 | i | i | i | i | i | i | i
> Cc1cccc2sc(NC(=O)[C@H](C)N3C(=O)C4CC=CCC4C3=O)nc12 (stereo partly specified)
  i | 1 | i | -21 | i | i | i | i | i | i | i
> C/C(=N/OC(=O)c1ccc(Cl)cc1Cl)c1oc(C)nc1C
  i | -1 | i | 47 | i | i | i | i | i | i | i
> Cc1cc(C)c(C#N)c(SCC(=O)OC2CCCCC2)n1
  i | 10 | i | 15 | i | i | i | i | i | i | i
> O=C(Nc1ccccc1)N(O)c1ccc(Cl)cc1
  i | 5 | i | 12 | i | i | i | i | i | i | i
> COc1ccc(Cc2nnc(NS(C)(=O)=O)s2)cc1
  i | -10 | i | -1 | i | i | i | -6.4* | i | i | i
> C#CCN(CC=C)C(=O)c1ccc2nc(C3CCCCC3)oc2c1
  i | -2 | i | 2 | i | i | i | i | i | i | i
> CC(=O)c1cccc(CN2CCC(n3nccc3NC(=O)CCOc3ccccc3)CC2)c1
  i | -2 | i | 0 | i | i | i | i | i | i | i
> Fc1ccc(-c2csc(-c3ccccn3)n2)cc1F
  i | 3 | i | -9 | i | i | i | i | i | i | i
> COc1ccc(C(CNC(=O)Cc2ccccc2F)N2CCCCC2)cc1 (stereo unspecified)
  i | 8 | i | -3 | i | i | i | i | i | i | i
> O=C(N1CCOCC1)N1CCN(c2ccccc2)CC1
  i | -4 | i | 11 | i | i | i | i | i | i | i
> COCCn1c(SCC(=O)Nc2cccc(NC(C)=O)c2)nc2c([nH]c3ccccc32)c1=O
  i | -5 | i | -1 | i | i | i | i | i | i | i
> O=S(=O)(Nc1ccccc1N1CCCCC1)c1ccc(Cl)s1
  i | 1 | i | 16 | i | i | i | i | i | i | i
> COc1ccc(C2c3ccc4ccccc4c3Oc3ncn(CCN4CCOCC4)c(=N)c32)cc1OC (stereo unspecified)
  i | 4 | i | -2 | i | i | i | i | i | i | i
> COc1ccc(OC)c(NC(=O)CN(c2ccc(C)cc2)S(=O)(=O)c2c(C)noc2C)c1
  i | 1 | i | 2 | i | i | i | i | i | i | i
> CCc1c(C(=O)NCc2ccc3c(c2)OCO3)[nH]c(C)c1C(C)=O
  i | 4 | i | -13 | i | i | i | i | i | i | i
> CCC(=O)N1CCc2cc(S(=O)(=O)NC(Cc3ccccc3)C(=O)NC3CCCCC3C)ccc21 (stereo unspecified)
  i | -2 | i | -8 | i | i | i | i | i | i | i
> O=C(COc1ccc2ccccc2c1Br)Nn1cnnc1
  i | 2 | i | -10 | i | i | i | i | i | i | i
> N#CC1(NC(=O)COC(=O)CN2C(=O)c3ccccc3C2=O)CCCCC1
  i | -2 | i | -12 | i | i | i | i | i | i | i
> COc1ccc(NC(=O)c2ccccc2Oc2ccccc2)c(OC)c1
  i | 5 | i | 25 | i | i | i | i | i | i | i
> CC(C)CNC(=O)C1CCCN(C(=O)NCc2ccccc2)C1 (stereo unspecified)
  i | -6 | i | 3 | i | i | i | i | i | i | i
> c1ccc(CC2CCN(c3nc4ccccc4n4cnnc34)CC2)cc1
  i | 8 | i | 46 | i | i | i | i | i | i | i
> COc1ccc(-c2nn(-c3ccccc3)cc2C(=O)NC2CCCCC2C)cc1 (stereo unspecified)
  i | . | i | 23 | i | i | i | i | i | i | i
> C/C(=N\Nc1ccc(C#N)cc1[N+](=O)[O-])c1ccc(C)o1
  i | -2 | i | -3 | i | i | i | i | i | i | i
> O=C(CCC1CCCC1)Nc1ccccc1-c1ccccc1
  i | 6 | i | 6 | i | i | i | i | i | i | i
> O=C(COC(=O)c1cc([N+](=O)[O-])ccc1N1CCOCC1)Nc1ccc(Cl)cc1
  i | 5 | i | 17 | i | i | i | -8.3* | i | i | i
> CCOC(=O)c1nnn(CC(=O)Nc2cccc(F)c2)c1C(=O)OCC
  i | 4 | i | 0 | i | i | i | i | i | i | i
> O=c1oc2c(CN3CCCCC3)c(O)ccc2c2c1CCCC2
  i | -233 | i | -1 | i | i | i | i | i | i | i
> COc1ccccc1/C=N/NC(=O)C(=O)N1CCN(c2ccccc2OC)CC1
  i | 4 | i | -7 | i | i | i | i | i | i | i
> CC1CCc2c(nc3ncnn3c2N2CC(C)OC(C)C2)C1 (stereo unspecified)
  i | -1 | i | 2 | i | i | i | i | i | i | i
> CCOc1ccc(OC(=O)NC(c2ccccc2)C(Cl)(Cl)Cl)cc1 (stereo unspecified)
  i | 9 | i | -4 | i | i | i | i | i | i | i
> O=C(CSc1nc(C2CC2)nc2ccccc12)Nc1ccccc1
  i | 3 | i | 2 | i | i | i | i | i | i | i
> COc1ccc(-c2[nH]n(-c3ccc([N+](=O)[O-])cc3)c(=O)c2C=NCc2ccc(F)cc2)cc1
  i | -5 | i | 8 | i | i | i | i | i | i | i
> CCN(CC)c1ccc(/C=N/NC(=S)NCc2ccco2)cc1
  i | 10 | i | -13 | i | i | i | i | i | i | i
> COc1ccc(S(=O)(=O)Nc2ccccn2)cc1C(=O)Nc1ccccc1
  i | 2 | i | 2 | i | i | i | i | i | i | i
> COc1ccc(C(=O)NN/C(C)=C/C(=O)C(F)(F)C(F)(F)C(F)(F)F)cc1
  i | 2 | i | 11 | i | i | i | i | i | i | i
> NC(=O)NC(=O)CSc1nc2sc(-c3ccccc3)cc2c(=O)n1-c1ccccc1
  i | -1 | i | 62* | i | i | i | i | i | i | i
> CC(=O)Nc1ccc(S(=O)(=O)Nc2ccc3c(c2)C(=O)OC3)cc1
  . | -1 | i | 1 | i | i | i | i | i | i | i
> CCOc1cc(/C=C2\C(=O)ON=C2C)ccc1OCc1ccccc1
  i | 2 | i | 26 | i | i | i | i | i | i | i
> O=C(NCCC(=O)N1CCCC(C(F)(F)F)C1)c1ccccc1Cl (stereo unspecified)
  i | 8 | i | 0 | i | i | i | i | i | i | i
> Cn1c(=O)c2c(nc(N3CCCCC3)n2CCNC2=NCCC2)n(C)c1=O
  i | -1 | i | -2 | i | i | i | i | i | i | i
> CCCS(=O)(=O)N1CCCC(C(=O)NCCCN2CCCC2=O)C1 (stereo unspecified)
  i | 3 | i | -8 | i | i | i | i | i | i | i
> COC(=O)Cc1ccc(NC(=S)NNC(=O)C2CC2)cc1
  i | -3 | i | 2 | i | i | i | i | i | i | i
> O=C(NC1CCCC1)C(c1ccsc1)N(Cc1ccccc1)C(=O)Cc1cccs1 (stereo unspecified)
  i | -2 | i | -5 | i | i | i | i | i | i | i
> CC1CC(C)CN(c2cc(N(C)CCO)c([N+](=O)[O-])c3nonc23)C1 (stereo unspecified)
  i | . | i | 7 | i | i | i | i | i | i | i
> CC(=O)Oc1ccc2oc(-c3ccccc3)c(C(N)=O)c2c1
  . | -9 | i | -7 | i | i | i | i | i | i | i
> O=C(Nc1ccc(F)cc1)c1ccc(Cn2cnnn2)cc1
  i | -3 | i | -2 | i | i | i | i | i | i | i
> O=[N+]([O-])c1ccc(NCCCNS(=O)(=O)c2ccccc2)c(Cl)c1
  i | 1 | i | 0 | i | i | i | i | i | i | i
> C/C(Cl)=C\Cn1c(=O)c2c(nc3n2CCS3)n(C)c1=O
  i | 9 | i | 9 | i | i | i | i | i | i | i
> Cc1ccc2oc(=O)c3cc(C(=O)N4CCN(C)CC4)sc3c2c1
  i | -3 | i | 4 | i | i | i | i | i | i | i
> CC(C)C[C@H](NC(=O)OC(C)(C)C)C(=O)N1CCC(C(=O)O)CC1
  i | 5 | i | -5 | i | i | i | i | i | i | i
> O=C1CSCC(=O)N1Cc1ccc(Cl)cc1Cl
  i | 0 | i | -2 | i | i | i | i | i | i | i
> O=C(NC1CCCC1)c1c[nH]c2ccc(F)cc2c1=O
  i | 3 | i | 0 | i | i | i | i | i | i | i
> COCCN1C2=C(COC(C)(C)C2)C(=S)NC1c1ccccc1 (stereo unspecified)
  i | 2 | i | 1 | i | i | i | i | i | i | i
> CSc1ccc(S(=O)(=O)Nc2c(C)cccc2C)cc1
  i | 1 | i | 4 | i | i | i | i | i | i | i
> Cc1ccc(-n2c(N)c(C(=O)NCc3cccnc3)sc2=S)cc1
  i | -2 | i | 3 | i | i | i | i | i | i | i
> O=C(Cn1c(=O)c2c3c(sc2n(Cc2ccccc2)c1=O)CCCC3)NCCO
  i | 5 | i | 3 | i | i | i | i | i | i | i
> CCOc1ccc2nc(N3C(=O)/C(=C/c4ccccc4)NC3=S)sc2c1
  i | 0 | i | 100* | i | i | i | i | i | i | i

Further structures
Value order – ANO1 activ | HDAC3 inhib | MrgX1 ag | SKKanGAS inh | TRPC6 inh | RGS4 block | RGS4 act | MrgX1 antagonist | ANO1 block | MrgX1 allo act | TRPC6 activator
> CCN(CC)S(=O)(=O)c1ccc(Cl)c(C(=O)NCc2ccco2)c1
  i | -14 | i | 9 | i | i | i | i | i | i | i
> [O-]C1=N/[N+](=C/c2ccc(Cl)cc2)CC1
  i | 2 | i | -3 | i | i | i | i | i | i | i
> Fc1ccc(NC(=S)NC2CCCCC2)c(F)c1F
  i | 2 | i | 1 | i | i | i | i | i | i | i
> CC(C)(C)NC(=O)NC(=O)COc1ccc(Br)cc1Br
  i | 2 | i | -9 | i | i | i | i | i | i | i
> COCCCn1c(SCC(=O)NC2CCCC2)nnc1-c1ccco1
  i | 7 | i | . | i | i | i | i | i | i | i
